Screening results (PubChem)
CaV13 FRET inh: Disruptors of the CACNA1D IQ motif to Ca2+-dependent inactivation inhibitor domain association, primary screening, Förster resonance energy transfer in intact living …; AID 743397; HEK cells, CFP/YFP FRET ICDI-IQ, plate reader, 10 min; percent FRET-ratio fall versus neutral wells; 340,000 compounds, 0.098% hits; inhibition, % at 12.3 µM;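 active = mean replicate inhibition of at least 30% and at least 1% of replicates passing that level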;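 also: 0% = median of the neutral control wells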
Vif inh: blocks HIV Vif function; HEK293T cells, Vif self-association by quenched fluorescence, imaging, 24 h; inhibition, % at 7.49 µM; 340,000 compounds, 0.35% hits; in the data active = inhibition above about 50%, passing the limit was not always enough; also: some results filed as inactive read as strong as hits
Glyco luc inh: N-linked glycosylation inhibition; reporter increase, % at 12.5 µM; 360,000 compounds, 0.23% hits; D54 ERlucT glycosylation luciferase reporter, 24 h; percent of 100 nM tunicamycin response;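 active = mean luciferase reporter signal, scaled so untreated is 0 and the glycosylation-blocking control 100, at or above a set limit in every replicate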;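 also: luciferase carries N-glycosylation sites so blocking glycosylation raises the light; 0% = median of neutral control wells and 100% = median of 100 nM tunicamycin wells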
Exocytosis inh: blocks lytic granule exocytosis; TALL-104 LAMP-1 surface exposure, flow cytometry; cells stimulated with thapsigargin and PMA; inhibition, % at 10 µM; 360,000 compounds, 0.66% hits;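 active = inhibition above about 55%, limit read from the data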
iPSC survival up: hiPSC single-cell survival enhancement; ATPlite luminescence; 100% = ROCK inhibitor wells, 0% = DMSO; 360,000 compounds, 0.044% hits; survival enhancement, % at 20 µM; in the data active = survival enhancement above about 18%;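 also: cells exposed to compounds for 16 hours before the ATP read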
H9c2 protect: modulators protecting cardiomyocytes from myocardial damage. H9c2 cardiomyocytes, H2O2 injury protection, ATPLite, 2 h. protection from H2O2 cell death, % at 20 µM. 360,000 compounds, 0.63% hits. AID 588492;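 active = compounds giving at least 50% protection of heart cells from peroxide-induced death in the single-dose screen, raw or plate-pattern-corrected value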;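 also: 0% = DMSO wells with peroxide and 100% = DMSO wells without peroxide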
PDI turbidity: PDI (human) enzyme inhibition; AID 588391; PDI insulin aggregation turbidity, A650, 90 min; 350,000 compounds, 0.052% hits; inhibition, % at 10 µM;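 active = mean inhibition across replicates of 30% or more, whatever share of single replicates reach that level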;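 also: absorbance from insulin aggregation driven by PDI reduction with DTT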
ABCB6 inh MLPCN: blocks the human ABCB6 transporter; Q9NP58; AID 602162; K562-ABCB6 porphyrin accumulation, flow cytometry, 1 h; hits give low values; fluorescence ratio to DMSO, % at 10 µM; 360,000 compounds, 0.19% hits;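 active = fluorescence ratio to DMSO below 75%, the collection mean minus 3 SD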;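 also: signal is porphyrin accumulated inside mitochondria; 100% equals median channel fluorescence of DMSO control wells; lower ratio means ABCB6 inhibition with less porphyrin fluorescence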
Target sequence (Q9NP58 whole entry, looked up): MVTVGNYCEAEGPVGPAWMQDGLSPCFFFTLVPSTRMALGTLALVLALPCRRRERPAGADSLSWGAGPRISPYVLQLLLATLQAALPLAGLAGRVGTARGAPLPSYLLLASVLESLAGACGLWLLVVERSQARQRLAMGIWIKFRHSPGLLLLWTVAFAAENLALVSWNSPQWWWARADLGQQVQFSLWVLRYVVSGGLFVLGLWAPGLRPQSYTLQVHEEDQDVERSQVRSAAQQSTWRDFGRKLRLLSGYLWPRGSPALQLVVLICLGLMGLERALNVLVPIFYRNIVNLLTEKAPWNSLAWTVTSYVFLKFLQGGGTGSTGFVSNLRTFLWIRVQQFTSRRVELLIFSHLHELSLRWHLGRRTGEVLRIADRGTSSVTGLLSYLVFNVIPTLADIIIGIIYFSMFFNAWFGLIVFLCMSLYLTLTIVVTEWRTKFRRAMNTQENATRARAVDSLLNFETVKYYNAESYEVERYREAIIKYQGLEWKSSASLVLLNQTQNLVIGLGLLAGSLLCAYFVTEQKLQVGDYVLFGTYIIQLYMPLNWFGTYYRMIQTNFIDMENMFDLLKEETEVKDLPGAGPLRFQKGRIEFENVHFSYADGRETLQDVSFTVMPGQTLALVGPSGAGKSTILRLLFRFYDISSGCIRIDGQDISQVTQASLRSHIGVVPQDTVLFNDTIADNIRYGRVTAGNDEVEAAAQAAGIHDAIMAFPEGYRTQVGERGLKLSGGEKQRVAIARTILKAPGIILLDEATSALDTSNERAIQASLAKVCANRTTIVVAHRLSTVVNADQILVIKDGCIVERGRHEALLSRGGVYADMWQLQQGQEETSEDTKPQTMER
m5-HT2A agonist: activates the mouse 5-HT2A serotonin receptor; P35363; CHO-K1 mHTR2A beta-arrestin complementation, luminescence; percent of 30 µM serotonin response; activation, % at 7.6 µM; 360,000 compounds, 0.66% hits; AID 624169;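 active = activation above a run cutoff, the mean activation of all tested compounds plus 3 SD, cut at about 14% in these data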;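 also: 0% = plate median of compound wells and 100% = 30 µM serotonin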
aDG glyco up: alpha-DG glycosylation activation; Pro5-aDG cells, alpha-DG glycosylation AlphaScreen (IIH6); 0% Pro5, 100% B10-LARGE cell signal; activation, % at 10 µM; 360,000 compounds, 0.22% hits;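 active = activation of at least 8% versus controls, or a plate z-score of at least 8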;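 also: Pro5 are CHO cells carrying HIG-tagged alpha-DG that lacks glycosylation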
Numbers without * were called inactive; . = not tested or not shown.

SMILES | CaV13 FRET inh | Vif inh | Glyco luc inh | Exocytosis inh | iPSC survival up | H9c2 protect | PDI turbidity | ABCB6 inh MLPCN | m5-HT2A agonist | aDG glyco up
Cc1ccc(OCc2cc(C(=O)NCC(C)(C)N3CCOCC3)no2)cc1C | -5 | . | -3 | 5 | 2.6 | -6 | -5 | 97 | -3 | 0.0
CN(C)c1ccc(C2/C(=C(/O)c3ccccc3)C(=O)C(=O)N2CCCC(=O)O)cc1 (stereo unspecified) | -6 | 2 | 2 | -2 | 0.0 | -4 | 3 | 98 | -2 | -0.1
O=C(Nc1nc(-c2ccc3c(c2)OCCO3)cs1)c1ccco1 | -5 | -4 | -14 | 6 | -0.1 | -2 | -14 | 96 | 1 | 0.0
COc1cc(C(O)c2nc(-c3cccc(NC(C)=O)c3)cs2)ccc1F (stereo unspecified) | -2 | 1 | -1 | 8 | 2.6 | -14 | 1 | 88 | -2 | -0.1
CCOC(=O)C(=CNc1cc(C)ccn1)C(=O)OCC | -5 | 0 | 1 | -1 | 1.5 | 6 | -3 | 106 | 0 | -0.1
O=c1oc2ccccc2cc1-c1csc(Nc2nc3c(F)cccc3s2)n1 | -5 | -3 | -7 | -3 | -1.0 | 3 | 11 | 100 | 2 | -0.1
Cc1cc(C)nc(SCc2nc3ccccc3n2C)n1 | -5 | 2 | 3 | 0 | -4.5 | 11 | -2 | 95 | 2 | -0.1
O=[N+]([O-])c1ccc(N2CCN(S(=O)(=O)c3ccccc3)CC2)cc1NCC1CCCO1 (stereo unspecified) | -14 | -4 | -5 | 1 | 2.5 | 9 | -8 | 94 | 5 | -0.4
Cc1cccc(NC(=O)Nc2cccc(Oc3c(F)c(F)c(F)c(F)c3F)c2)c1 | -7 | -10 | -4 | 1 | 0.7 | -24 | 3 | 92 | 2 | -0.1
O=C1OCC(CO)(CO)N=C1NNc1ccccc1[N+](=O)[O-] | 6 | -14 | -2 | 3 | 0.4 | 5 | 1 | 99 | -3 | 0.0
O=C(NN=C1CCC(=NNC(=O)c2cccnc2)CC1)c1cccnc1 | 0 | -8 | 3 | -6 | -0.8 | -5 | 2 | 101 | 2 | 0.5
COc1ccc(CCNC(=O)c2c(C)nn(-c3ccccc3)c2Cl)cc1 | -6 | 19 | 0 | -2 | 0.0 | 5 | 5 | 100 | 1 | -0.1
Cc1ccc(-c2cn(-c3ccccc3F)c(=S)[nH]2)cc1 | -22 | -6 | 0 | -5 | 0.5 | -10 | 3 | 95 | -1 | 0.0
O=C(CCC(=O)Nc1ccccc1Cl)NNC(=O)COc1ccc([N+](=O)[O-])cc1 | -7 | -1 | 1 | -2 | -0.3 | 2 | -14 | 95 | 10 | 0.4
COc1ccccc1N1CCN(C(=O)COc2ccc(C)cc2Br)CC1 | . | -6 | 1 | 4 | 3.7 | 8 | 8 | 87 | 1 | -0.2
CN(C)C(=O)CCc1ccc2c3c([nH]c2c1)[C@]1(CCC2CCCC2)[C@@H](C(=O)N2CCOCC2)C[C@H](CC(=O)NCCCn2ccnc2)C(=O)N1CC3 | -6 | 1 | 3 | -1 | -1.8 | 8 | 4 | 102 | -3 | 0.2
Cc1cccn2c(=O)c(C(=O)NC3CC(C)CC(C)(C)C3)c(O)nc12 (stereo unspecified) | -2 | 0 | -3 | 3 | -0.4 | -1 | -4 | 93 | -5 | 3.6*
CCC1(CC)NC(=O)N(CC(=O)OCC(=O)Nc2cc(OC)ccc2OC)C1=O | -5 | 10 | 0 | 3 | -2.2 | 5 | 17 | 98 | -1 | -0.1
COc1ccc(N2CCN(C(=O)c3ccc(CS(=O)Cc4ccc(Cl)cc4)o3)CC2)cc1 (stereo unspecified) | -4 | -6 | -1 | -8 | -0.4 | 1 | -11 | 93 | -4 | -0.1
CN(C)c1ccc(NC(=S)NC23CC4CC(CC(C4)C2)C3)cc1 | -2 | -4 | -7 | -6 | 0.4 | -17 | -10 | 91 | -1 | 0.8
O=C(Nn1c(SCc2ccc([N+](=O)[O-])cc2)nc2ccccc2c1=O)c1ccc(F)cc1 | -2 | -9 | -7 | 0 | 0.3 | -6 | 8 | 103 | -4 | 0.3
O=S(=O)(c1cc(Cl)ccc1Cl)N1CCN(Cc2ccco2)CC1 | . | -1 | -3 | 1 | -0.6 | -7 | -2 | 105 | 1 | 0.3
CCN1C(=O)CCN(C2CCCC2)c2nc(Nc3ccc(C(=O)NC4CCN(C)CC4)cc3OC)ncc21 | -4 | 16 | 55* | 19 | -6.2 | -30 | 2 | 95 | -5 | -0.5
C=C(C)CN(CC)c1ccc(N2C(=O)CCCC2=O)cc1[N+](=O)[O-] | -18 | -6 | 2 | -15 | -0.5 | -3 | 5 | 103 | 13 | -0.1
O=C(Cc1ccccc1)NC(NNc1ccccc1)(C(F)(F)F)C(F)(F)F | -8 | 27 | -3 | 1 | -0.3 | -12 | -1 | 88 | -4 | 0.0
Remaining list, next part.
SMILES | CaV13 FRET inh | Vif inh | Glyco luc inh | Exocytosis inh | iPSC survival up | H9c2 protect | PDI turbidity | ABCB6 inh MLPCN | m5-HT2A agonist | aDG glyco up
COCCCNC(=S)NC1CC2CCCC(C1)N2Cc1cccs1 (stereo unspecified) | -5 | 7 | -1 | -3 | 3.9 | -3 | 3 | 105 | -3 | 0.0
O=C(NCc1cc([N+](=O)[O-])ccc1O)c1cc(-c2ccncc2)nc2ccccc12 | -7 | -5 | 0 | -3 | -0.4 | 2 | 2 | 95 | 2 | 0.3
O=C(NC1CCCc2ccccc21)C1CCC(CNS(=O)(=O)c2cccc3nsnc23)CC1 (stereo unspecified) | -7 | -14 | -1 | 2 | 2.6 | 15 | -11 | 102 | 4 | 0.2
COc1ccc(N(CC(=O)NCCc2ccc(C)cc2)S(=O)(=O)c2c(C)noc2C)cc1 | -3 | -6 | -4 | 3 | 0.1 | -1 | -1 | 97 | -7 | 0.4
N#Cc1ccccc1Sc1ccccc1C(=O)OCC(=O)NC1CCS(=O)(=O)C1 (stereo unspecified) | -3 | 2 | -2 | 13 | 2.3 | 4 | 3 | 105 | 8 | -0.2
O=C(/C=C/c1ccccc1)Nc1cccnc1 | -5 | -1 | -1 | 4 | -0.1 | -12 | 0 | 106 | 2 | 0.1
COc1ccc(N(Cc2cc3ccc(C)cc3[nH]c2=O)C(C)=O)cc1 | -6 | -1 | 0 | 3 | 1.9 | 2 | 17 | 90 | 1 | -0.1
CC(C)C[C@H]1CN(CCCC[C@@H]2CNC(=O)C(=O)N2Cc2ccccc2)C(=O)C(=O)N1CCC1CCCCC1 | -2 | . | . | 11 | 1.2 | . | . | 96 | 4 | 0.0
CC(C)(C)NC(=O)Cn1nnc(-c2ccccc2NC(=O)c2cnccn2)n1 | -4 | 12 | 1 | -3 | 22* | 9 | -15 | 98 | 5 | 0.0
Cn1c(=O)c2c(ncn2CCCc2ccccc2)n(C)c1=O | -4 | -9 | 1 | -1 | -1.1 | 6 | -3 | 95 | -1 | 0.6
COc1ccccc1NC(=O)CSc1ccc2nnc(-c3ccccn3)n2n1 | -6 | 2 | 2 | -7 | -1.6 | 5 | -1 | 97 | 3 | -0.1
Cc1cccc(N2CCN(S(=O)(=O)c3c(C)[nH]c(C)c3C(=O)N3CCCC3)CC2C)c1 (stereo unspecified) | -14 | 2 | 2 | -8 | 0.7 | -2 | -4 | 100 | 3 | 0.1
CN(Cc1ccccc1)Cc1ccccc1F | -3 | -21 | 1 | -5 | 1.0 | 3 | 3 | 100 | 0 | -0.2
CCCOc1ccccc1C1NC(=O)NC(C)=C1C(=O)OCCOC(C)C (stereo unspecified) | -7 | -4 | 0 | 4 | 0.5 | -4 | -4 | 97 | 0 | 0.0
Cc1cc(Cl)ccc1OCCCC(=O)N1CCN(C)CC1 | -2 | 4 | -1 | 1 | -3.9 | 0 | 10 | 97 | -4 | 0.7
Cc1c(C(=O)Nc2ccccc2F)sc2ncn(CC(=O)N3CCOCC3)c(=O)c12 | -6 | 1 | -1 | -12 | 0.7 | 9 | 2 | 104 | 3 | 0.3
COc1cccc(C(=O)Nc2nnc(-c3ccccc3)s2)c1 | -14 | . | -4 | 6 | 0.2 | -3 | -26 | 95 | 3 | 0.3
CCc1ccccc1NC(=O)CCNS(=O)(=O)c1ccc2c(c1)CCC(=O)N2 | -3 | -4 | 3 | -9 | -0.2 | 0 | 6 | 106 | -8 | 0.5
O=C(Nc1cc(C(F)(F)F)ccc1Cl)C(Sc1nnc(-c2cccs2)o1)c1ccccc1 (stereo unspecified) | -3 | -7 | 0 | -2 | 1.1 | -1 | 14 | 95 | 2 | 0.0
CC(C)(C)NC(=O)NC(=O)CN1CCN(Cc2ccccc2)CC1 | -3 | 1 | 0 | -3 | 0.1 | -2 | -6 | 100 | -4 | 0.1
CCCn1c(NCc2cccs2)nc2ccccc21 | . | 7 | -1 | -3 | 3.5 | -5 | 0 | 80 | -4 | 0.1
Nc1nc(N)c(N=Nc2ccc(C(=O)O)cc2)c(N)n1 | -3 | -2 | 0 | -4 | -0.8 | 12 | 9 | 95 | 1 | -0.1
N=c1c(S(=O)(=O)c2ccc(Cl)cc2)cc2c(=O)n3ccccc3nc2n1C1CCCCC1 | . | -1 | -3 | 1 | 0.2 | -10 | 6 | 94 | -9 | -0.7
COc1ccc2oc(C(=O)OCC(=O)c3ccc4c(c3)OCCO4)c(C)c2c1 | -5 | 14 | 0 | 3 | -1.0 | -1 | -4 | 90 | 5 | 0.0
CC(C)N(CCNC(=O)c1nn(Cc2ccccc2)c(=O)c2ccccc12)C(C)C | . | -4 | -2 | -1 | 0.0 | 3 | 2 | 90 | -4 | -0.2
Next entries follow:
SMILES | CaV13 FRET inh | Vif inh | Glyco luc inh | Exocytosis inh | iPSC survival up | H9c2 protect | PDI turbidity | ABCB6 inh MLPCN | m5-HT2A agonist | aDG glyco up
COc1ccc(NS(=O)(=O)c2cc(NC(=O)c3sccc3C)ccc2N2CCOCC2)cc1 | -6 | . | 14 | 4 | -0.1 | 4 | -5 | 100 | -5 | 0.1
Cc1ccc(S(=O)(=O)N2CCCCC2)cc1C(=O)NCC1CCCO1 (stereo unspecified) | -3 | 3 | -1 | 2 | 0.2 | 6 | -2 | 108 | 6 | 1.7
CC(C)(C)c1ccc(S(=O)(=O)N2CCN(C(=O)C3=COCCO3)CC2)cc1 | -5 | -3 | -1 | 1 | -0.2 | -5 | 10 | 97 | -5 | 0.2
O=C(COc1ccccc1)NC(=S)Nc1cccc2c(O)cccc12 | -4 | 6 | 3 | -3 | 2.7 | -4 | 0 | 88 | -2 | 0.3
O=C(NCC1CCCO1)c1ccccc1NS(=O)(=O)c1ccc(F)cc1 (stereo unspecified) | -2 | 1 | 0 | 4 | 6.4 | 20 | 1 | 104 | 4 | -0.2
CCc1ccccc1NC(=O)CSc1nc2ccccc2n1CC(=O)N1CCCC1 | -4 | -7 | -1 | -4 | -0.3 | 11 | -1 | 101 | 6 | 0.1

Single records, as listed above. Screens in order: CaV13 FRET inh	Vif inh	Glyco luc inh	Exocytosis inh	iPSC survival up	H9c2 protect	PDI turbidity	ABCB6 inh MLPCN	m5-HT2A agonist	aDG glyco up
Cc1ccc(S(=O)(=O)N2CCCCC2)cc1C(=O)NCC1CCCO1 (stereo unspecified) is listed with -3	3	-1	2	0.2	6	-2	108	6	1.7
COc1ccc(NS(=O)(=O)c2cc(NC(=O)c3sccc3C)ccc2N2CCOCC2)cc1 is listed with -6	.	14	4	-0.1	4	-5	100	-5	0.1
O=C(COc1ccccc1)NC(=S)Nc1cccc2c(O)cccc12 is listed with -4	6	3	-3	2.7	-4	0	88	-2	0.3

Rows are unselected; any-hit rate near 3.1%.
